# TDP1 cell CPT – qHTS for Inhibitors of human tyrosyl-DNA phosphodiesterase 1 (TDP1): qHTS in cells in presence of CPT. actives 12% (n = 420,000). AID 686979, 2013. Potency, µM (top dose mostly 46.2 µM), inactives show top-dose activity change, negative = growth inhibition, hits mostly inhibitors. chicken DT40 Tdp1-/-;hTDP1 cells + 20 nM CPT, ATP luminescence, 48 h; also: nearly all actives have a fitted effect of over 55% in size
#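 Cell growth measured by CellTiter-Glo luminescence after a minimum 48 h, 37 C compound exposure with 20 nM CPT in Tdp1-knockout DT40 cells stably expressing hTDP1, seeded 400/well; qHTS titration format.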
# DT40 TDP1 no CPT – qHTS for Inhibitors of human tyrosyl-DNA phosphodiesterase 1 (TDP1): qHTS in cells in absence of CPT | DT40 Tdp1-/- hTDP1 cells, no CPT, ATP luminescence, 48 h | Potency, µM (highest dose often 46.2 µM), inactives show at the highest dose activity change, negative = growth inhibition, actives largely listed as inhibitors | actives 15% (n = 420,000) | AID 686978, 2013; also: nearly all actives have a fitted effect of over 55% in size
#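 Chicken DT40 Tdp1-/- cells complemented with human TDP1, screened without camptothecin (DMSO vehicle only), 400 cells/well. Compounds pin-transferred, cells incubated at 37 °C for at least 48 hr. Growth read as ATP-dependent luminescence (CellTiter-Glo, 30 min at RT).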
# GCN5L2 inh – qHTS Assay for Inhibitors of GCN5L2 | AID 504327, 2011 | Potency, µM (doses to about 58.9 µM), for inactives: top-dose activity change, negative = inhibition, most hits filed as inhibitors | GCN5L2 HAT assay, ThioGlo1 CoA-SH fluorescence | Histone acetyltransferase KAT2A (Homo sapiens), Q92830 | actives 0.21% (n = 390,000)
# Target sequence (Q92830 whole entry, looked up): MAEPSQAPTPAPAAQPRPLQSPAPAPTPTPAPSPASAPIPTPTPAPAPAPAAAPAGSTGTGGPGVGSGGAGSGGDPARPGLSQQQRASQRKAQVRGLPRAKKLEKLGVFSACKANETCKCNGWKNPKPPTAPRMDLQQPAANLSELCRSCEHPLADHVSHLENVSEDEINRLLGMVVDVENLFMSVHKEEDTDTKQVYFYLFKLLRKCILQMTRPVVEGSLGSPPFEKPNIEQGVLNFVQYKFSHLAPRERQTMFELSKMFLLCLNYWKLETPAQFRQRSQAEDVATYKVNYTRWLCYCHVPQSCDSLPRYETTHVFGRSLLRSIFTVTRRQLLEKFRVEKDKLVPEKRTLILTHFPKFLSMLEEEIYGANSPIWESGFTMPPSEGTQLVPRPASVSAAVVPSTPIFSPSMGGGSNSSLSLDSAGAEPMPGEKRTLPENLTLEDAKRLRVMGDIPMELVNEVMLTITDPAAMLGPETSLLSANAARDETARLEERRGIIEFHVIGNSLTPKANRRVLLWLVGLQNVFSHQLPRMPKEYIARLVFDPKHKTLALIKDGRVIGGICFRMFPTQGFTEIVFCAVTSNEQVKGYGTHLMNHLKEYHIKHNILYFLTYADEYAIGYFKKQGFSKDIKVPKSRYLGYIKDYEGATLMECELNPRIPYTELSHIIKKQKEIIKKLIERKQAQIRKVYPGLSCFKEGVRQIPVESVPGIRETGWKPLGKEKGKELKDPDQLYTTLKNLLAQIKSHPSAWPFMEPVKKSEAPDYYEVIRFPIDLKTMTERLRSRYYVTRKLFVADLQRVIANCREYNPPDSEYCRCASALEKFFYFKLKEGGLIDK
#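 ThioGlo1-coupled HAT assay: 20nM GCN5L2, 70uM acetyl-CoA, 75uM H3(1-25) peptide, pH 7.5. Fluorescence read at 340/540nm at start and after 20 min at room temperature.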
# Numbers without * were called inactive; ? = inconclusive; · = no result given; & = joins results of further samples; ! = not confirmed by another sample; [ ] = another dose, or the depositor's remark. Calls follow the shape of the dose curve; as a rule, active = well fitted curve in the direction sought with a large enough effect; inconclusive = small, poorly fitted or top-dose-only effect, or another doubt; inactive = no such curve, though single readings can be large; an effect the other way counts as inactive or inconclusive. % is scaled to controls: 0 for no effect and ±100 for the full control effect; potency is read from the fitted curve at half-maximal effect. These rows are one share of the data, so the mix of outcomes need not match the whole.
SMILES,TDP1 cell CPT,DT40 TDP1 no CPT,GCN5L2 inh
COc1ccc(NC(=O)c2c(C)oc3ccc(O)c(CN4CCN(C)CC4)c23)cc1Cl,16.4µM*,18.4µM*,2.9%
O=C(CN(C(=O)c1csnn1)c1ccc(F)c(Cl)c1)NCc1ccc(F)cc1,3.1%,-23.1%,-1.0%
O=C1N(Cc2ccc3c(c2)OCO3)c2ccccc2C1(O)c1c[nH]c2ccccc12 (centres undefined),18.4µM*,?,-12.6%
CN(c1ccccc1)S(=O)(=O)c1ccc(C(=O)OCC(=O)N2CCOCC2)cc1,0.0%,-1.9%,-6.9%
COc1ccc(NC(C)=O)cc1S(=O)(=O)Nc1ccc(OCc2ccccc2)cc1,16.4µM*,14.6µM*,-9.3%
Cc1sc2ncnc(OCC(=O)NC(C)C(C)C)c2c1C (centres undefined),-18.9%,0.3%,-4.1%
O=C(NCc1ccc2c(c1)OCO2)c1ccc(CS(=O)(=O)c2ccc(Br)cc2)o1,?,?,4.8%
O=C(N/N=C/c1ccccc1O)C1(O)c2ccccc2-c2ccccc21,8.2µM*,5.8µM*,-0.4%
COc1ccc(NC(=O)CSc2nnc(C3CCCCC3)n2N)c(OC)c1,-3.5%,11.7%,-0.9%
CCC1CCCCN1CCCNC(=O)c1ccc2c(c1)N(Cc1ccccc1)C(=O)c1ccccc1S2(=O)=O (centres undefined),?,?,0.9%
CCOc1ccc(C(C)NC(=O)Nc2ccc(F)cc2F)cc1 (centres undefined),-29.5%,-6.1%,?
Clc1ccccc1OCCCn1ccnc1,-20.1%,-0.5%,-3.2%

# Grouped by structure: the entries above containing an aryl methoxy group.
SMILES,TDP1 cell CPT,DT40 TDP1 no CPT,GCN5L2 inh
COc1ccc(NC(=O)c2c(C)oc3ccc(O)c(CN4CCN(C)CC4)c23)cc1Cl,16.4µM*,18.4µM*,2.9%
COc1ccc(NC(C)=O)cc1S(=O)(=O)Nc1ccc(OCc2ccccc2)cc1,16.4µM*,14.6µM*,-9.3%
COc1ccc(NC(=O)CSc2nnc(C3CCCCC3)n2N)c(OC)c1,-3.5%,11.7%,-0.9%

# More compounds follow.
SMILES,TDP1 cell CPT,DT40 TDP1 no CPT,GCN5L2 inh
CCCS(=O)(=O)N1CCCC(C(=O)NC(C)c2ccc3c(c2)OCCO3)C1 (centres undefined),-15.1%,-15.8%,-21.6%
CCc1ccccc1NC(=O)C1CCN(C(=O)N2CCOc3ccccc32)CC1,?,20.6µM*,-10.6%
CC1C(=O)N2CCCc3cc(S(=O)(=O)N4CCN(c5ccc(F)cc5)CC4)cc1c32 (centres undefined),-11.9%,-12.1%,-3.4%
Cc1ccc(NC(=O)c2sc3ccccc3c2Cl)nc1,-12.3%,-24.7%,?
O=S(=O)(NC1CCCCCCC1)c1ccc(F)cc1,2.5%,-23.0%,·
COc1ccc(C)cc1NC(=O)C1CCCN(S(=O)(=O)c2cccnc2)C1 (centres undefined),-22.4%,-9.6%,-10.0%
O=C(CSc1nnc(-c2ccc3c(c2)OCO3)o1)Nc1ncc(Cl)cc1Cl,20.6µM*,20.6µM*,-0.1%
CC(Oc1ccccc1)C(=O)NNC(=O)c1cccs1 (centres undefined),0.0%,-13.5%,-3.7%
CCOC(=O)c1ccc(NC(=O)Cn2c(=O)cc(C(F)(F)F)c3c(C)nn(C)c32)cc1,-12.2%,15.8%,-3.9%
O=c1cc(-c2ccc(O)cc2)oc2cccc(O)c12,29.9µM*,29.9µM*,-20.7%
O=C(COC(=O)CCCOc1ccc(Cl)cc1Cl)NCc1ccc(F)cc1,21.0%,-5.6%,-21.0%
CC(CNC(=O)CCn1c(=O)c2cccn2c2ccc(F)cc21)c1ccccc1 (centres undefined),13µM*!,?,-7.7%&-5.8%
COCCNC(=O)CCCn1c(=O)c2cc(OC)c(OC)cc2n(CC(=O)Nc2ccccc2OC)c1=O,-4.1%,5.2%,-4.4%
COc1ccc(CC(=O)N[C@@H]2c3ccccc3CC[C@@H]2OCc2ccccc2)cc1,-19.3%,-21.4%,1.3%
COC(=O)c1cc2oc3ccccc3c2n1Cc1nc(-c2cccc(Cl)c2)oc1C,-11.5%,-4.2%,-1.1%
Cc1cc(C(=O)N/N=C/c2sccc2C)no1,-16.4%,-29.7%,0.6%
COc1ccc(S(=O)(=O)Nc2ccccc2)cc1,21.2%,-27.1%,·
Cc1ccc(NC(=S)N=Nc2c(O)[nH]c3ccccc23)cc1,6.51µM*,7.31µM*,-1.6%
O=C(CCN1CCOCC1)NNC(=O)c1ccc(Cl)c([N+](=O)[O-])c1,2.2%,-2.4%,-2.2%
CCOc1cc(N2CCOCC2)c(OCC)cc1NC(=O)CN1C(=O)N(C)C2(CCCCC2)C1=O,5.5%,19.7%,4.1%
CCCN(CCC)CCNC(=O)c1cc2c(-c3ccccc3F)nn(C)c2s1,?,?,-0.3%&-6.8%
Cc1ccc(CNC(=O)C2CCC(=O)N(C3CC3)C2)cc1 (centres undefined),-13.4%,20.6%,-0.7%
Cc1c(Cl)ccc2c(C(=O)NCCCn3nccc3C)cc(-c3ccccn3)nc12,20.6µM*,?,-4.8%
COc1ccccc1-c1noc(COC(=O)c2ccc(Br)o2)n1,3.6%,5.3%,-12.1%
CCn1c(C)c(C(C)=O)c(N2CCN(c3ccccc3)CC2)nc1=S,-11.6%,-9.3%,4.6%
O=C(O)CCCCCN1C(=O)CSC1=S,-27.6%,?,-7.7%
Cn1cc(S(=O)(=O)c2cccc(Cl)c2)c(=O)c2cc(F)c(N3CCN(c4ccccc4)CC3)cc21,4.2%,-13.4%,-2.6%
O=C(Nc1ccccc1-c1nnc(SCc2ccc(Cl)cc2Cl)o1)c1ccccc1,-27.0%,?,-2.7%
Nn1cnc2cc3ccccc3cc2c1=O,-12.6%,1.9%,-4.8%
Cc1ccc(S(=O)(=O)N2CC=C(c3c(C)n(CC(=O)N4CCCC4)c4ccccc34)CC2)cc1C,?,?,-5.1%
CC(NC(=O)c1cccs1)C(c1cccs1)N1CCOCC1 (centres undefined),1.5%,-19.4%,-4.4%
CCNC(=O)c1sc2ncnc(NCCCN3CCOCC3)c2c1C,13.2%[9.04 µM],-13.8%,·
CCc1nn(C)c2c(=O)c(=O)c2n(C)[nH]1,1.4%,-5.5%,-3.7%
CCCCCc1c(-c2ccc(OC)cc2)ncn1CCc1ccccc1OC,13µM*,14.6µM*,·
CCOC(=O)N1CCC(N(CCCOC)C(=O)Nc2ccc(CC)cc2)CC1,18.4µM*,13µM*,-1.8%
N#C/C(=C(/O)COc1ccc(Cl)cc1)c1nc2ccccc2s1,?,9.2µM*,0.2%
Cc1ccc(CNC(=O)c2oc3ccc(S(=O)(=O)N4CCC5(CC4)OCCO5)cc3c2C)cc1,-20.3%,?,-3.0%
Cc1c(CN2CCCCC2C)c(=O)n(-c2ccccc2)n1C (centres undefined),0.8%,0.8%,-8.2%
COC(=O)c1ccc(CN2CCN(C3CCCCC3)C(CCO)C2)cc1 (centres undefined),2.4%,-2.4%,-0.4%
O=C(NCC1CCC2(CCN(Cc3cnn(-c4ccc(F)cc4)c3)CC2)O1)c1ccccc1 (centres undefined),-8.8%,-26.5%,·
CN1C(=O)/C(=C/c2ccccc2OCc2ccc(F)cc2)N(C)C1=S,?,?,48.3%[activator]
O=C(/C=C/c1cccnc1)c1ccc(F)c(F)c1,?,16.4µM*,-4.2%
Cc1ccccc1-c1csc(C(C)(O)c2ccc(F)c(F)c2)n1 (centres undefined),?,?,·
CO[C@H]1[C@H](NC(=O)c2ccsc2)c2ccccc2C12CCN(Cc1cc3ccccc3o1)CC2,-11.4%[9.04 µM],?,·
Cc1cccc(NC(=S)N/C(=N/S(=O)(=O)c2ccccc2)c2ccccc2)c1,-1.7%&-22.4%,?,1.4%
CCCNS(=O)(=O)c1ccc(CCC(=O)N2CCOCC2)cc1,-7.8%,-16.0%,-0.2%
COc1ccc(CCNC(=O)C(C)n2nc(C)n3c(cc4occc43)c2=O)cc1OC (centres undefined),-1.1%,16.7%,1.2%
COc1ccc(S(=O)(=O)N2CCC(C(=O)NCc3ccco3)CC2)cc1C,-7.7%,-21.2%,-4.7%
O=C(Cn1ncc2c3ccccc3n(Cc3cccc(Cl)c3)c2c1=O)NCCC1=CCCCC1,-5.0%,-20.3%,-29.9%
Cc1cc(C)nc(N(C#N)Cc2ccc(Br)cc2)n1,-3.8%,-22.6%,-9.3%
Cc1cc(=O)[nH]c(SCC2COC3(CCCCC3)O2)n1 (centres undefined),-12.7%,-4.7%,-5.8%
O=C(Nc1cc(C(F)(F)F)ccc1Cl)c1cc2nc3c(c(C(F)(F)F)n2n1)CCCC3,?,?,-8.3%
CNS(=O)(=O)c1cc(NC(=O)CCCNC(=O)c2ccc(Cl)cc2)ccc1C,-18.4%,?,0.7%
O=C(NCCCCc1ccccc1)C1CC(c2cccc([N+](=O)[O-])c2)=NO1 (centres undefined),-9.2%,-9.2%,-9.2%
CCNc1nc2c(c(=O)n(C)c(=O)n2C)n1Cc1ccc(Cl)cc1,3.66µM*,6.51µM*,-6.3%
C=CCn1c(SCC(=O)NC2CCCC2)nc2ccccc21,?,?,·
O=C(Nc1cccc(C(F)(F)F)c1)c1n[nH]c(Cn2cncn2)n1,1.7%,-7.4%,2.7%
CC(C)(C)c1ccc(/C=C/C(=O)Nc2nncs2)cc1,?,?,-1.6%
Cc1ccc(NC(=S)N2CCSC2c2cccs2)cc1 (centres undefined),?,-22.7%,-10.3%
CCC(C(=O)NCCc1cc(OC)ccc1OC)n1nc(C)c2c(C)n(-c3ccccc3)nc2c1=O (centres undefined),18.4µM*,?,0.2%

# Compound profiles, as listed above. Values in the order: TDP1 cell CPT, DT40 TDP1 no CPT, GCN5L2 inh
# O=C(Nc1cc(C(F)(F)F)ccc1Cl)c1cc2nc3c(c(C(F)(F)F)n2n1)CCCC3 reads ?, ?, -8.3%
# C=CCn1c(SCC(=O)NC2CCCC2)nc2ccccc21 reads ?, ?, ·
# Cc1ccc(NC(=S)N2CCSC2c2cccs2)cc1 (centres undefined) reads ?, -22.7%, -10.3%
# CCNc1nc2c(c(=O)n(C)c(=O)n2C)n1Cc1ccc(Cl)cc1 reads 3.66µM*, 6.51µM*, -6.3%
# Cc1cc(C)nc(N(C#N)Cc2ccc(Br)cc2)n1 reads -3.8%, -22.6%, -9.3%

# More entries
SMILES,TDP1 cell CPT,DT40 TDP1 no CPT,GCN5L2 inh
Cc1ccc(C(=O)Nc2nccs2)cc1S(=O)(=O)N1CCCCC1,-19.9%,?,-9.9%
COc1ccc(Oc2cc(NN3CCCCC3)c([N+](=O)[O-])cc2[N+](=O)[O-])cc1OC,-21.2%,-2.3%,-4.8%
CCn1c(=O)cc(OCC(=O)N(C)c2cc(Cl)ccc2C)c2ccccc21,20.6µM*,23.1µM*,-3.3%
O=C(Cn1cnc2ccccc2c1=O)N/N=C/c1ccc(Br)cc1,0.6%,-14.8%,2.5%
CC(=O)Nc1ccc(NC(=O)CCC(=O)OCC(=O)c2ccc(C)c([N+](=O)[O-])c2)cc1,-7.7%,-10.1%,-3.9%
COc1ccc(CCNC(=O)c2ccc3c(c2)N(Cc2ccc(F)cc2)CCS3)cc1OC,?,14.6µM*,-13.8%&-12.6%
O=C(CCc1nc(-c2ccccc2)c(-c2ccccc2)o1)OCc1ccc(Br)cc1,-24.2%,-9.3%,-7.2%[0.501 µM]
CC(C)S(=O)(=O)c1csc(NC(=O)Nc2cc(Cl)ccc2Cl)c1Cl,16.4µM*,?,-8.2%
O=C(NCc1ccccc1)C1Cc2c(-c3ccc4c(c3)OCO4)ccnc2O1 (centres undefined),0.581µM*,0.731µM*,·
COc1cccc(-n2c(-c3ccco3)nc3c(cnn3-c3ccccc3C)c2=O)c1,20.6µM*,18.4µM*,-10.1%
Cn1c(CCc2ccccc2)nnc1SCC(N)=O,-1.8%,-18.3%,-3.1%
O=C(NCc1ccccc1)C1CC2CCCC(C1)C2=O (centres undefined),?,-13.3%,-8.3%
CN(C)/C=C(/C(=O)c1ccc(Cl)cc1Cl)S(=O)(=O)c1ccccc1,5.7%,-21.0%,0.5%
CC(C)(O)/C=C/C[C@](C)(O)C1CC[C@]2(C)C1[C@H](O[C@H]1O[C@@H](CO)[C@H](O)[C@@H](O)[C@@H]1O)CC1[C@@]3(C)CC[C@H](O)C(C)(C)C3[C@@H](O)C[C@]12C (some centres undefined),-0.3%,23.4%,1.1%
